hgDAF-12 ag: activates the H. glycines DAF-12 receptor ligand-binding domain. HEK293 GAL4-hgDAF12 UAS-luciferase reporter, agonist luminescence; normalized to butyrate control. activation, % at 6.8 µM. hit rate 1.8% among 370,000. AID 687014;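 active = activation above a cutoff set at the mean of all screened compounds plus 3 SD, cut at about 10% in these data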;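 also: 0% = DMSO wells and 100% = sodium butyrate wells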
GAA850 FXN act: activators of GAA850 frataxin (FXN) promoter; HEK293 lucGAA850 FXN promoter luciferase reporter, 24 h; percent of 10 µM SAHA response; activation, % at 6 µM; hit rate 0.56% among 360,000; AID 540364;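 active = activation above the average of all compounds screened plus 3 SD, cutoff fixed separately per campaign, cut at about 7.5% in these data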;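 also: 0% = DMSO wells and 100% = 10 µM SAHA wells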
ssDAF12 agonist: activators of S. stercoralis DAF-12 nuclear receptor; HEK293 ssDAF-12/GRIP1 lit1-tk-luc reporter, luminescence; % of 3 µM dafachronic acid response; activation, % at 6.8 µM; hit rate 1% among 370,000;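 active = activation above the mean over all tested compounds plus 3 SD, cut at about 0.9% in these data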;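 also: 0% = DMSO-only wells and 100% = 3 µM delta7-dafachronic acid wells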
hcDAF12 agonist: activates DAF-12 receptor from parasite H. contortus. HEK293 hcDAF-12 lit1-tk-luc reporter, luminescence; 0% DMSO, 100% Δ7-dafachronic acid. activation, % at 6.8 µM. hit rate 1.4% among 370,000;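 active = activation above the mean of all tested compounds plus 3 SD, cut at about 5.5% in these data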;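 also: 100% = response to 3 µM Δ7-dafachronic acid high control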
DAX1 inh-1: NR0B1 (DAX1) inhibition | P51843 | HEK293 Gal4-DAX1 luciferase reporter, luminescence | inhibition, % at 6.75 µM | hit rate 0.99% among 340,000 | AID 504766;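 active = inhibition above the mean over all tested compounds plus 3 SD, cut at about 4.2% in these data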;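 also: 0% = DAX1-transfected cells with DMSO and 100% = empty-vector control cells with DMSO; inhibition shows as a rise in luminescence from relieved DAX1 repression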
Target sequence (P51843 207-470 limits assumed): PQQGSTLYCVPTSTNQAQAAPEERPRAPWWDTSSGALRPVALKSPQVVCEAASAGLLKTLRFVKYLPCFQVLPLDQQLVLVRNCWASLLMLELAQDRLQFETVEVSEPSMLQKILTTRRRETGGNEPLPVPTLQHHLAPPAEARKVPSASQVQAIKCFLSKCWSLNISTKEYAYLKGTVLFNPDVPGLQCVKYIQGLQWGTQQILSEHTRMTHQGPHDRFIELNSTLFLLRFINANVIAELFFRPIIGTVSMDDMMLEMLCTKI
ADAM10 inh: ADAM10 inhibition, QFRET primary screen. O14672. recombinant ADAM10, EDANS/DABCYL FRET peptide cleavage, 3 h. inhibition, % at 7 µM. hit rate 0.62% among 370,000. AID 720582;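 active = inhibition above a per-campaign cutoff equal to the mean of compounds falling between control-based bounds plus 3 SD, cut at about 20% in these data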;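 also: 0% = DMSO wells while the 100% control is not disclosed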
GC-A act: GC-A (human) enzyme activation. P16066. HEK293 GC-A cells, cGMP TR-FRET, EC30 ANP; 0% at EC30 ANP, 100% saturating ANP. activation, % at 10 µM. hit rate 0.14% among 370,000. AID 1671463; in the data active = activation above about 40%
ADAM17 inh: inhibitors of human ADAM17 | recombinant ADAM17, EDANS/DABCYL FRET peptide cleavage | inhibition, % at 6.95 µM | AID 720648 | hit rate 0.83% among 370,000;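 active = inhibition above the mean of compounds lying between control limits plus 3 SD, set per campaign, cut at about 8.5% in these data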;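 also: 0% = DMSO-only wells as the low control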
Target sequence (P78536 215-824 limits assumed): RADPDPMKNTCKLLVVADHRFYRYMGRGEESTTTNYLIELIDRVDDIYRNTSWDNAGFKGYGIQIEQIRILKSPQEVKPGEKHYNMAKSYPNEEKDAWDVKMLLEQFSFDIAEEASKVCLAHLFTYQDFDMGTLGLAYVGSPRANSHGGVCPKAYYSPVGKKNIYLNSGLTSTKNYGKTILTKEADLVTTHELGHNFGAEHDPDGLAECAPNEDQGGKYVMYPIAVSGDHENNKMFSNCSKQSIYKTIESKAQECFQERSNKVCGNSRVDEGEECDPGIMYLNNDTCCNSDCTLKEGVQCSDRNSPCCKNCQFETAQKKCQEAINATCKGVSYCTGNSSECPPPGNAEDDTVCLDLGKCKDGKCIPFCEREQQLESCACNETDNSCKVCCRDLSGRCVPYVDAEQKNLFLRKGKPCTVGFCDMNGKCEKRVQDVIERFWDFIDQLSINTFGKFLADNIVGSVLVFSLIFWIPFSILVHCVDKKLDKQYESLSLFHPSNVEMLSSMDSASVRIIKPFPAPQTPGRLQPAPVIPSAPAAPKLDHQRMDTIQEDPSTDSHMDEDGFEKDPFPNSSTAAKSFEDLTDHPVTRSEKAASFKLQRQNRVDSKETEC
SMARCA2 activ: SMARCA2 function activation, primary screen. MG213 cells, MMTV-luciferase reporter, dexamethasone, overnight. activation, % at 9.1 µM. hit rate 1% among 370,000. AID 652017; in the data active = activation above about 7.8%;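 also: 0% = vehicle wells and 100% = reference activator wells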
DAX1 inh-2: blocks DAX1 repression of SF-1 activated StAR promoter. HEK293T StAR-luciferase reporter, SF-1/DAX-1 repression relief. inhibition, % at 6.8 µM. hit rate 1.1% among 370,000. AID 652010;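 active = inhibition above the mean over all tested compounds plus 3 SD, cut at about 3.6% in these data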;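 also: 0% = DAX-1 cells with DMSO and 100% = cells lacking DAX-1 with DMSO; higher inhibition means more luminescence from relief of DAX-1 repression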
PG9 Ab binder: small molecules binding HIV-1 gp120 antibody PG9; TR-FRET gp120-PG9 antibody binding; inhibition, % at 6.7 µM; hit rate 0.43% among 360,000; in the data active = inhibition above about 8.5%
Numbers without * were called inactive; x = no result given.

SMILES	hgDAF-12 ag	GAA850 FXN act	ssDAF12 agonist	hcDAF12 agonist	DAX1 inh-1	ADAM10 inh	GC-A act	ADAM17 inh	SMARCA2 activ	DAX1 inh-2	PG9 Ab binder
O=c1[nH]c(SCc2cccc(Cl)c2)nc2[nH]ncc12	0.4	2.8	-1.2	-1.4	-1.0	-8	4	-1	-1	-0.1	-1.5
Cc1ccc(C(=O)OCC(=O)NC2CCCCCC2)c(C)c1	-3.6	2.1	-0.6	-0.6	-0.8	-7	1	5	-1	2.1	-0.8
CCN(CC)C(=O)c1cc(Cl)ccn1	1.8	0.0	-1.6	-0.6	-1.2	5	4	0	-2	0.2	2.1
Cc1c(C(=O)Nc2ccc(Cl)cc2)c2ccccn2c1C(=O)c1ccc(F)cc1	0.0	1.0	-0.7	0.9	-0.2	7	-4	-1	-5	1.0	2.5
COc1ccc(CC(C(=O)Nc2ccc(OC)cc2)c2nn[nH]n2)cc1 (stereo not given)	-0.1	1.5	-0.9	0.4	2.2	3	0	6	-5	0.3	0.4
CC(Cl)C(=O)Nc1cc(C(F)(F)F)ccc1N1CCOCC1 (stereo not given)	-3.5	-0.8	-1.9	-0.7	2.6	1	-3	1	-1	-0.1	-0.4
CN(C)S(=O)(=O)c1ccc(C(=O)NCC(C)(C)CN=C2NS(=O)(=O)c3ccccc32)cc1	-2.4	-0.4	-1.3	0.0	-1.4	8	-2	0	-2	-0.4	1.7
COc1ccc(N2CCN(C(CNS(=O)(=O)c3ccc4c(c3)OCCO4)c3ccco3)CC2)cc1 (stereo not given)	-3.7	-4.6	-1.3	-2.9	-1.7	12	2	4	-1	-1.6	-0.8
COC(c1ccc(Cl)cc1)(c1ccc(Cl)cc1)C(Oc1nccc(C)n1)C(=O)O (stereo not given)	-3.5	-1.9	-0.8	-0.7	1.6	-4	0	0	0	0.1	-1.5
Cc1ccc(S(=O)(=O)NCCCCCCNS(=O)(=O)c2ccc(C)cc2)cc1	-1.1	-5.1	-1.6	-2.3	1.1	-8	-4	1	-1	-1.8	-2.3
CCOP(=O)(OCC)/C(=N/OC(=O)c1cccc([N+](=O)[O-])c1)C(N)=O	-2.1	1.6	-1.4	-1.8	4.0	0	4	-5	-1	-0.4	-2.4
Cc1cc(C(=O)Nc2ccccc2)c(C)o1	0.1	3.6	-0.8	-1.8	-0.4	-8	1	-4	0	0.0	-0.8
C#CC[N+](C)(C)CCCCCCCC	-5.3	-2.0	-1.6	-1.9	-0.5	7	1	-6	-1	-0.4	1.7
COc1ccc(NC(=O)CSc2nc3c([nH]c4ccccc43)c(=O)n2C)cc1	1.2	-0.7	0.2	3.9	0.8	57*	-1	0	4	1.1	-0.8
Nc1nonc1C(=O)NCCNS(=O)(=O)c1ccc(F)cc1	-2.0	0.8	-0.9	2.7	0.1	-8	-3	5	-3	-0.3	-0.5
Cc1sc(NC(=O)CSc2ncn(-c3ccccc3)n2)nc1-c1ccccc1	-2.2	-2.0	-2.0	-3.1	-3.0	-8	-10	-2	-4	-1.6	0.5
COc1ccc(C(=O)N2c3ccccc3CC2C)cc1OC (stereo not given)	-0.4	0.6	-1.5	-0.9	-1.3	-2	-1	-2	-1	-0.2	-2.0
O=C(O)c1cnc2ccccc2n1	0.2	0.2	0.1	-0.3	-0.3	-5	1	-9	-3	-0.8	2.3
COc1cccc(NS(=O)(=O)NC(=O)c2cn(C)c3ccccc23)c1	2.2	0.0	0.1	1.1	0.3	4	4	-6	-1	-0.3	1.3
O=C(Nc1ccnn1C1CCN(C(=O)c2ccc(F)c(Cl)c2)CC1)C1CC1	-0.4	-3.3	-0.9	2.4	-0.2	-13	1	0	2	-0.2	-2.0

Looked up above:
Cc1cc(C(=O)Nc2ccccc2)c(C)o1 | GC-A act: 1
O=c1[nH]c(SCc2cccc(Cl)c2)nc2[nH]ncc12 | ADAM10 inh: -8

More results follow.
SMILES	hgDAF-12 ag	GAA850 FXN act	ssDAF12 agonist	hcDAF12 agonist	DAX1 inh-1	ADAM10 inh	GC-A act	ADAM17 inh	SMARCA2 activ	DAX1 inh-2	PG9 Ab binder
Cc1noc(C)c1S(=O)(=O)N1CCN(c2ccccc2Cl)CC1	1.4	0.3	-1.0	-1.3	-1.1	-8	2	-2	-2	-0.6	2.0
CCc1cc(C(=O)NN2C(=O)NC3(CCCCC3)C2=O)sc1C	0.7	1.7	-1.2	1.3	2.1	-5	1	-4	-4	0.9	-0.7
Cc1ccc(NC(=S)Nc2cccc3ccccc23)cc1F	1.5	3.4	-0.4	1.9	1.1	-299	5	-97	4	-2.5	-0.4
Cc1c(C(=O)OCC(=O)Nc2ccccc2OC(F)F)cccc1[N+](=O)[O-]	-2.0	1.0	-1.6	-2.2	-1.4	0	3	2	-1	-0.1	0.2
c1ccc(CSc2ncnc3c2oc2ccccc23)cc1	1.1	2.0	-1.2	-1.3	0.2	17	-12	1	-2	-0.3	8.6
CCOC(=O)c1ccccc1NC(=O)CSC(C)C(=O)Nc1cc(C)on1 (stereo not given)	-1.5	-1.5	-1.0	-0.7	-1.9	-6	-5	1	0	1.8	-2.5
COC(=O)c1ccccc1S(=O)(=O)NCc1nc2nc(C)cc(C)n2n1	1.8	-2.1	-0.8	-1.2	0.8	-3	0	-1	-1	0.4	-0.5
O=C(Cn1nc(C(=O)O)c2ccccc2c1=O)Nc1cc(C(F)(F)F)ccc1-n1cncn1	3.2	0.2	-0.9	1.5	0.9	-18	2	-3	0	0.7	1.6
Cc1nc2scc(C)n2c(=O)c1S(=O)(=O)NCc1ccc(F)cc1	1.1	2.2	-1.2	2.8	-0.4	-51	3	-21	-1	0.2	3.3
O=C(Nc1ccccc1N1CCCC1)c1cccc(F)c1	0.7	1.0	-0.3	-1.3	-1.5	-4	0	0	-2	0.1	-4.2
Nc1ncc([N+](=O)[O-])c(N2CCCCCC2)n1	4.2	-5.3	-1.6	-3.6	0.3	-7	0	-1	-3	-0.4	0.1
O=C(Nc1ccc2c(c1)OCCO2)c1ccc(Cl)c([N+](=O)[O-])c1	13*	2.8	-1.2	2.8	3.5	5	5	4	6	1.4	-2.7
COc1ccc(/C=C/C(=O)N(C(C)C)C(C)C)cc1Br	-0.1	1.9	-2.0	-1.5	-0.4	0	-1	1	4	-0.5	-2.7
COc1ccc2cc3c(N)nn(C(=O)c4ccccc4[N+](=O)[O-])c3nc2c1	3.9	-10	-2.5	-4.2	0.2	-11	0	-3	-5	-1.5	2.5
Nc1cccc(-c2cnc3ccccc3n2)c1	9.1	2.7	-0.3	2.3	0.8	2	-1	0	6	0.3	-1.5
CCCCCn1nnc2c(=O)oc3ccccc3c21	-1.6	-1.9	1.1*	-1.1	-0.5	1	3	-1	0	-0.1	-1.7
COc1ccccc1C1(O)CCN(CC(=O)Nc2nc(-c3ccccc3)cs2)CC1	-0.5	-2.5	-1.9	-2.0	-1.4	3	6	3	-6	-2.0	3.1
Cc1ccc(S(=O)c2ccc([N+](=O)[O-])c3nonc23)cc1 (stereo not given)	-2.3	2.8	-1.4	-0.3	0.8	2	10	5	-2	-1.0	3.6
CCC(CC)C(=O)NCCc1cc2ccc(OC)cc2[nH]c1=O	-1.7	-1.2	-1.2	-0.3	-0.5	-20	0	-7	-1	0.1	-1.6
COc1ccc(CNS(=O)(=O)c2cc(Br)ccc2Br)cc1	1.0	x	-0.6	-1.0	x	13	-2	7	2	-0.4	0.1
COC(=O)[C@]12C[C@H](CC(=O)NCCCN3CCCC3=O)C(=O)N(Cc3cccc4ccccc34)C1=C[C@H](C1CCCC1)O[C@@H]2C	-1.6	x	-1.1	-2.0	x	5	-6	0	-1	-1.2	x
COc1ccc(N/C=C2/CCCCC2=O)cc1	-0.6	0.2	-0.8	-0.3	-0.8	-2	3	2	-2	-0.9	-4.5
C#CCOCCOCCOCCNc1nc(N2CCOCC2)nc(N2CCN(C(=O)Cn3cc(CCCN=C(N)N)nn3)CC2)n1	0.4	0.8	-1.6	0.2	-1.0	-7	-1	0	3	0.8	-0.8
CC1CCCN(CC(O)CN2CCN(CC(O)CN3CCCC(C)C3)C(C)C2)C1 (stereo not given)	0.5	-1.1	0.0	-0.3	-0.1	-1	3	-2	-3	0.2	-0.6
O=C(COC(=O)CCc1c[nH]c(=O)[nH]1)Nc1ccccc1	-1.7	-1.7	-0.9	-0.7	1.3	-5	4	-2	4	0.2	-0.1
O=C(Nc1ccccc1Cl)c1cc2ccccc2o/c1=N\O	13*	6.7	2.1*	11*	4.7*	-1	7	-1	11*	1.6	-2.0
O=[N+]([O-])c1ccc(O)c2cccnc12	-2.4	1.2	-1.9	1.1	0.9	8	2	2	2	-0.1	-3.3
Cc1ccc(Cn2c([N+](=O)[O-])cnc2C)cc1	-1.8	0.8	-1.2	0.3	-0.1	-3	2	-8	3	0.1	1.6
O=C1N(Cc2cccc(Cl)c2)C[C@@H]2C[C@@H](c3cccn3-c3nccs3)N3CCC[C@@]123	1.6	-0.9	-1.2	-0.6	-1.2	7	-32	2	-2	-0.3	-0.7
O=C(Nc1ccc(S(=O)(=O)N2CCc3ccccc32)cc1)c1ccco1	-1.6	3.4	-0.9	-0.5	-1.3	12	-10	5	0	-0.9	-1.3
CC(=O)N1CCOc2ccc(S(=O)(=O)N3CCC(C)CC3)cc21	1.2	2.5	-0.9	-2.2	0.8	-1	7	-3	-2	-0.7	-0.1
COc1ccccc1C1CCN(Cc2cccc3ccccc23)CC1	-3.2	0.8	-1.1	-0.4	0.2	-7	-5	-2	-3	0.1	-1.5
CCN(CC(=O)Nc1ccccc1C(F)(F)F)C(=O)c1oc2c(Cl)cccc2c1C	2.2	1.9	-0.1	2.1	-0.5	1	-6	7	-2	0.9	-2.2
CCOc1ccccc1NC(=O)COC(=O)C(CC(C)C)N1C(=O)C2CC=CCC2C1=O (stereo not given)	2.7	1.6	-1.2	-0.8	1.2	10	1	2	1	-0.2	0.7
COc1ccc2oc(C(=O)N3CCCc4ccccc43)c(C)c2c1	7.4	5.2	-0.4	3.8	0.8	-4	-8	0	1	4.3*	0.3
Cc1c(NS(=O)(=O)c2cc(C(=O)O)ccc2Cl)c(=O)n(-c2ccccc2)n1C	0.0	-0.2	-0.9	-1.2	1.7	14	-3	5	-3	0.2	-1.9
O=C(Nc1nc2cc3c(cc2s1)OCCO3)C1=COCCO1	-17	-16	-3.3	-5.9	-7.6	-2	1	-2	-6	-3.2	-1.0
CC(C)Cc1csc(NC(=O)c2ccc(Cl)cc2)c1C(=O)O	-0.6	2.8	-1.2	-1.5	0.9	-2	-1	2	0	0.1	0.5
CN(CC(=O)N1CCc2ccccc21)S(=O)(=O)c1cccc2cccnc12	0.3	-1.1	-0.8	2.2	-0.5	-19	-1	0	-1	-0.5	-3.5
Cc1c(Br)c([N+](=O)[O-])nn1C(C)C(=O)NCC1CCCO1 (stereo not given)	-1.0	0.0	-1.8	-0.1	0.9	4	1	-5	0	0.4	-0.5
O=C(COc1coc(CN2CCc3ccccc3C2)cc1=O)Nc1ccc(Cl)cc1	4.5	0.4	-1.4	0.6	-2.0	0	1	-3	2	-1.2	-2.5

The order is random; about 6.8% have a hit in one of these screens.
